# Screens deposited in PubChem by several laboratories.
# NOD1 NF-kB reporter: NOD1 signaling inhibitors, primary screen, cell-based, luminescence, uHTS (AID 1578) | NOD1-driven NF-kB luciferase reporter cells, luminescence; higher % means a stronger effect | inhibition, % at 4 µM; hits with a dose series show EC50 in µM | 290,000 compounds, 1% hits; in the data active means inhibition mostly above about 36%, no sharp cut-off; inactive means mostly below about 34%;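 further: HEK-293T reporter cells stimulated with the NOD1 agonist gamma-tri-DAP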
# LYP inhibition: inhibitors of LYP phosphatase, biochemical, fluorescence intensity, uHTS (AID 1779) | recombinant LYP phosphatase, fluorescence intensity; higher % means a stronger effect | inhibition, % at 11.5 µM; hits with a dose series show IC50 in µM | 290,000 compounds, 0.054% hits;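 further: plate controls were vehicle with enzyme for no effect and no enzyme for full effect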
# Salmonella PhoP GFP: inhibitors of PhoP regulon expression, primary screen, Salmonella Typhimurium, GFP reporter (AID 1863). S. Typhimurium PhoP-regulated promoter GFP reporter, 4 h; higher % means a stronger effect. one-dose inhibition, % at 50 µM; IC50 in µM for titrated hits. 300,000 compounds, 0.16% hits;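 active means inhibition over 29.93%, a cutoff 3 SD above the screen mean, later confirmed by dose response; inconclusive means inhibition over 29.93% but no dose response follow-up; inactive means inhibition at most 29.93% or unconfirmed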;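 further: 0% = low Mg2+ inducing control and 100% = high Mg2+ repressing control; strong numbers were not always called active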
# KOR beta-arrestin-1: KOR antagonists, beta-arrestin recruitment, cell-based, luminescence, uHTS (AID 1778) | KOR beta-arrestin recruitment, luminescence, antagonist mode; higher % means a stronger effect | inhibition, % at 10 µM; hits with a dose series show IC50 in µM | 290,000 compounds, 0.091% hits; further: strong numbers were not always called active
# NOD2 inhibition: NOD2 signaling inhibitors, cell-based, luminescence, uHTS, HEK293 (AID 1566). HEK293 NOD2/NF-kB luciferase reporter, luminescence; higher % means a stronger effect. one-dose inhibition, % at 4 µM; EC50 in µM for titrated hits. 290,000 compounds, 0.63% hits; further: many of its hits are not listed in these tables
# HIV fusion peptide: inhibitors of HIV fusion peptide binding, primary screen, biochemical, uHTS, fluorescence dequenching (AID 1986); one-dose inhibition, % at 20 µM; IC50 in µM for titrated hits; cell-free peptide binding, fluorescence dequenching, 30 min; higher % means a stronger effect; 290,000 compounds, 0.3% hits; in the data active means inhibition mostly above about 52%, no sharp cut-off; inactive means mostly below about 76%; further: some results filed as inactive read as strong as hits
# KOR beta-arrestin-2: KOR agonists, beta-arrestin recruitment, primary screen, cell-based, luminescence, uHTS (AID 1777) | Kappa-type opioid receptor (Homo sapiens) | KOR beta-arrestin recruitment, luminescence; higher % means a stronger effect | activation, % at 10 µM; hits with a dose series show EC50 in µM | 280,000 compounds, 0.02% hits; in the data active means activation above about 50%, passing the limit was not always enough; further: a part of the inactive calls stands beside numbers as strong as those of hits
# Myeloid diff MLP: induction of myeloid progenitor differentiation, primary screen, cell-based, flow cytometry, MLPCN library; ER-HoxA9 myeloid progenitors, lysozyme-GFP differentiation; calls only at 10 µM; 360,000 compounds, 1% hits;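 active means normalized GFP-positive differentiation at or above the plate's own cutoff, the solvent-only control mean plus 3 SD; inconclusive means no clear call, values can overlap the other calls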;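 further: cells exposed to compound for four days before flow analysis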
# SIAH1 antagonists: Siah-1 peptide-binding antagonists, primary screen, biochemical, fluorescence polarization, rhodamine-plectin, uHTS (AID 1817) | E3 ubiquitin-protein ligase SIAH1 (Homo sapiens) | Siah-1 / rhodamine-plectin peptide fluorescence polarization; higher % means a stronger effect | displacement, % at 20 µM; hits with a dose series show IC50 in µM | 290,000 compounds, 0.02% hits;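 active means displacement of at least 50% at 20 µM, with a fluorescence ratio check between 0.3 and a set limit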;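 further: plate controls were Siah plus tracer with DMSO for no effect and tracer alone without Siah for full effect; strong numbers were not always called active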
# Myeloid diff MLP GFP+ MAC1+ %: further read-out of Myeloid diff MLP, marked with its call; GFP+ MAC1+ double positive, %; measured here: differentiation confirmed by MAC1 staining
# * = called active by the depositor; i = inactive; ? = inconclusive; . = not tested or not shown; [ ] = another dose, or the depositor's remark. Unless noted, no stated cut-off is given here; in the data, active means inhibition above about 50%; inactive means the rest. Only part of the results is shown (hit frequency here may not be typical).
# Below each compound – KOR beta-arrestin-2	KOR beta-arrestin-1	Myeloid diff MLP GFP+ MAC1+ %	HIV fusion peptide	NOD1 NF-kB reporter	Salmonella PhoP GFP	Myeloid diff MLP	NOD2 inhibition	SIAH1 antagonists	LYP inhibition
- COCC(=O)OCC(=O)N1N=C(c2ccc(Cl)cc2)CC1c1ccco1 (stereo not given)
    2.7%	-36%	0.2	-1.0%	-25%	9%	i	-1%	-3%	2%
- CCN(CC)S(=O)(=O)c1cccc(-c2nnc(SCC(N)=O)n2N)c1
    7.9%	34%	0.7	-0.1%	5%	-9%	i	-16%	-1%	-14%
- COc1ccc(/C=C/C(=O)Nc2ccc(S(=O)(=O)Nc3onc(C)c3C)cc2)cc1OC
    -0.4%	7%	1.9	3.0%	-35%	-3%	i	-5%	0%	1%
- CC(C)OC(=O)C1C(=O)CC(C)(O)C(C(=O)OC(C)C)C1c1ccccc1 (stereo not given)
    -1.6%	24%	0.2	-0.4%	-8%	-5%	i	-8%	-6%	-6%
- Nn1c(SCc2ccccn2)nncc1=O
    -2.0%	-7%	0.4	0.7%	-54%	-2%	i	4%	-1%	-3%
- O=C(COc1ccc([N+](=O)[O-])cc1)Nc1nnc(-c2cccnc2)s1
    -4.3%	10%	1.0	2.7%	-6%	1%	i	8%	39%	-7%
- COc1ccc(-n2cnc3cc(NC(=O)c4ccco4)ccc32)cc1
    -4.0%	11%	.	3.8%	-13%	-7%	?	-15%	-1%	-6%
- COc1ccc(Cc2c(O)nc(SCC(=O)c3ccc(OC)cc3)[nH]c2=O)cc1
    -7.7%	9%	0.6	0.6%	-41%	1%	i	-16%	3%	-6%
- COc1ccc(N2CCN(S(=O)(=O)c3ccc(-c4cc(C)no4)s3)CC2)cc1
    8.0%	-30%	3.9	-0.6%	-8%	5%	i	18%	0%	-7%
- CCOC(=O)c1cnc(-c2ccccc2)nc1-c1ccccc1
    0.2%	-33%	0.2	-1.7%	16%	11%	i	-1%	-2%	-3%
- CSc1cccc(NS(=O)(=O)c2cn(C)cn2)c1
    5.4%	-2%	1.1	-0.3%	-3%	-3%	i	-8%	-2%	1%
- COc1ccc(Nc2nc3ccccc3nc2NS(=O)(=O)c2cccs2)c(OC)c1
    -2.1%	-77%	1.1	52%*	18%	-10%	i	31%	20%	-2%
- COc1ccc(/C=N/OC/C(O)=C(\C#N)c2nc3ccccc3[nH]2)cc1
    5.6%	-19%	1.3	4.0%	-44%	-12%	i	19%	0%	-3%
- CCN(CC)CCN(Cc1cc2ccc(C)c(C)c2[nH]c1=O)C(=S)NCc1ccco1
    0.8%	12%	0.0	0.6%	-40%	-2%	i	-22%	-6%	-11%
- Cc1cccc(OCc2nnc(SCC(=O)N(C(C)C)C(C)C)n2Cc2ccco2)c1C
    16%	36%	2.6	0.1%	10%	5%	i	17%	1%	-6%
- COc1ccc(C(=O)N2CC3(CC(c4cccc(NC(=O)CC(c5ccccc5)c5ccccc5)c4)=NO3)C[C@H]2C(N)=O)cc1 (stereo not given in full)
    1.9%	19%	1.4	11%	-6%	7%	i	-8%	2%	2%
- Cc1c(NC(=O)C2Cc3ccccc3CN2C(=O)c2ccco2)c(=O)n(-c2ccccc2)n1C (stereo not given)
    7.5%	22%	1.7	46%	-16%	10%	i	6%	3%	-9%
- Cc1ccc(OCCOCCn2cnc3ccccc3c2=O)c([N+](=O)[O-])c1
    7.1%	-10%	0.5	0.8%	-11%	-14%	i	4%	4%	-4%
- O=C(COC(=O)CNC(=O)c1cccc([N+](=O)[O-])c1)Nc1nc2ccccc2s1
    -2.5%	.	0.5	1.4%	-16%	-11%	i	12%	4%	-9%
- COCCn1c(=N)c(S(=O)(=O)c2ccc(F)cc2)cc2c(=O)n3ccccc3nc21
    -1.6%	-2%	1.8	-0.5%	2%	-8%	i	1%	5%	-34%
- C#CCOCCOCCOCCNc1nc(N2CCN(C(=O)[C@H]([C@@H](C)CC)n3cc([C@@H](N)Cc4ccc(O)cc4)nn3)CC2)nc(N2CCN(C(=O)[C@H]([C@@H](C)CC)n3cc([C@@H](N)Cc4ccc(O)cc4)nn3)CC2)n1
    -2.5%	11%	0.8	2.4%	-5%	-6%	i	20%	5%	-9%
- O=C(Nc1nc2ccccc2n1CCN1CCOCC1)c1ccc(COc2ccccc2Br)o1
    .	.	0.1	-0.4%	-28%	-3%	i	17%	1%	12%
- Cc1ccc(CSc2nnc(-c3cccs3)n2C)cc1
    -0.8%	12%	5.4	-0.3%	-20%	-7%	i	7%	2%	-2%
- CC1(C)CCc2c([nH]c3ccccc3c2=O)O1
    0.5%	-2%	3.7	-0.6%	-7%	1%	i	14%	-5%	-3%
- CCOc1ccc(N2C(=O)CC(N(Cc3ccco3)C(=O)CCC(=O)O)C2=O)cc1 (stereo not given)
    .	-27%[20 µM]	0.8	1.1%	-24%	-2%	i	16%	2%	-5%
- CCn1nc(C)cc1C(=O)N1CCCC(C(=O)c2ccc(Oc3ccccc3)cc2)C1 (stereo not given)
    -7.9%	30%	0.4	-1.9%	12%	-1%	i	17%	-6%	-8%
- COC(=O)c1ccc(C(=O)OC)c(NC(=O)C2CC2)c1
    -5.2%	18%	0.2	-0.2%	12%	-3%	i	8%	4%	-17%
- Cc1[nH]c(=O)[nH]c(=O)c1S(=O)(=O)N1CCN(c2cccc(Cl)c2)CC1
    -3.6%	-18%	0.8	-3.2%	7%	-17%	i	5%	-1%	-12%
- S=C(c1ccc(-c2ccc(Cl)cc2Cl)o1)N1CCCC1
    7.3%	-28%	1.2	1.5%	0%	-9%	i	-62%	-4%	-4%
- CCC(C)(C(=O)NC1CCCC1)N(C(=O)CNC(C)=O)c1ccccc1 (stereo not given)
    2.2%	-4%	0.4	-0.1%	0%	-9%	i	15%	-3%	2%

# A different layout for three compounds above.
mol	KOR beta-arrestin-2	KOR beta-arrestin-1	Myeloid diff MLP GFP+ MAC1+ %	HIV fusion peptide	NOD1 NF-kB reporter	Salmonella PhoP GFP	Myeloid diff MLP	NOD2 inhibition	SIAH1 antagonists	LYP inhibition
Cc1ccc(CSc2nnc(-c3cccs3)n2C)cc1	-0.8%	12%	5.4	-0.3%	-20%	-7%	i	7%	2%	-2%
COCCn1c(=N)c(S(=O)(=O)c2ccc(F)cc2)cc2c(=O)n3ccccc3nc21	-1.6%	-2%	1.8	-0.5%	2%	-8%	i	1%	5%	-34%
CCC(C)(C(=O)NC1CCCC1)N(C(=O)CNC(C)=O)c1ccccc1 (stereo not given)	2.2%	-4%	0.4	-0.1%	0%	-9%	i	15%	-3%	2%

# Continued:
# Below each compound – KOR beta-arrestin-2	KOR beta-arrestin-1	Myeloid diff MLP GFP+ MAC1+ %	HIV fusion peptide	NOD1 NF-kB reporter	Salmonella PhoP GFP	Myeloid diff MLP	NOD2 inhibition	SIAH1 antagonists	LYP inhibition
- CCCCc1cc(=O)oc2cc(OCC(=O)N3CCOCC3)ccc12
    -0.8%	6%	.	0.8%	-18%	-1%	.	2%	4%	-3%
- Cc1ccc(NC(=O)c2cc(S(=O)(=O)NCCc3ccccc3)ccc2F)cc1Cl
    -3.0%	10%	0.6	-0.7%	-29%	-8%	i	-2%	-3%	9%
- COC(=O)c1cc2sccc2n1Cc1nc(-c2cccc(Cl)c2)oc1C
    4.7%	33%	2.3	-1.2%	4%	4%	i	1%	-2%	-3%
- FC(F)Oc1ccc(NC(=S)NC23CC4CC(CC(C4)C2)C3)cc1
    3.1%	-57%	2.5	3.3%	11%	-3%	i	-12%	2%	8%
- COc1ccc2c(c1)sc(N)[n+]2Cc1cc(C)cc2cccnc12
    7.4%	24%	.	-0.7%	-6%	18%	?	-9%	4%	-2%
- COc1cc(S(=O)(=O)N2CCC(N3CCCCC3)CC2)ccc1-n1cnnn1
    -3.9%	16%	0.0	-0.3%	-29%	-10%	i	-1%	4%	-3%
- O=S(=O)(NCc1ccccc1Cl)c1cnc[nH]1
    2.3%	-36%	1.5	-2.0%	0%	-4%	i	14%	-4%	0%
- COc1ccc(/C=N/NC(=O)c2cccnc2)cc1CSc1nc2ccccc2s1
    2.3%	-173%	.	-3.3%	48%	-5%	.	-17%	4%	6%
- C/C(=N\NC(=S)Nc1ccccc1C)c1cc2ccccc2o1
    0.0%	14%	0.2	-2.1%	6%	-6%	i	-26%	-3%	4%
- COc1ccccc1C(=O)N/C(=C/c1ccc(Br)cc1)C(=O)N1CCCC1
    6.3%	-33%	0.3	-0.1%	3%	-9%	i	-4%	-3%	-2%
- CCOC(=O)Cc1csc(NC(=O)/C=C/c2ccc(OC)cc2)n1
    1.8%	0%	0.3	-0.9%	-16%	6%	i	-8%	0%	-1%
- Nc1ccc(S(=O)(=O)Nc2nccc(/C=C/c3ccc(Cl)cc3)n2)cc1
    4.2%	-24%	0.7	0.9%	22%	5%	i	-36%	0%	-10%
- COCCn1c(SCc2ccc(C(=O)OC)o2)nnc1-c1c[nH]c2ccccc12
    -8.5%	-14%	1.3	4.0%	-21%	-9%	i	-2%	2%	6%
- O=C1C(Cl)=C(N2CCCCCC2)C(=O)N1c1ccccc1
    -0.7%	9%	0.4	-1.2%	-13%	-16%	i	1%	-6%	-6%
- COc1cc2[nH]c(=O)n3nc(-c4ccccc4)nc3c2cc1OC
    -6.2%	-6%	0.7	-2.3%	-26%	-6%	i	12%	8%	-2%
- C=CCOc1c(Br)cc(CNc2ccc(NC(=O)C(C)C)c(OC)c2)cc1OCC
    6.8%	-53%	1.3	29%	4%	2%	i	2%	1%	-5%
- CCc1ccc(NC(=O)CN(c2cccc(C)c2)S(C)(=O)=O)cc1
    -1.0%	13%	0.4	-2.7%	-2%	12%	i	6%	1%	-2%
- OCCN1CCN(C(c2cccs2)c2ccc3cccnc3c2O)CC1 (stereo not given)
    2.9%	-1%	.	-0.3%	-26%	-48%	.	-4%	-4%	-5%
- CCN(CC)c1ccc(/C=N/NC(=O)c2ccoc2C)c(O)c1
    -1.8%	29%	.	-2.1%	-8%	-2%	.	-72%	1%	-2%
- CCc1nnc(NC(=O)c2ccc(-c3ccc(F)cc3)o2)s1
    -1.1%	2%	0.7	-0.1%	-51%	0%	i	22%	10%	-2%
- CCC(=O)Nc1ccc(Cl)c(NC(=S)NC(=O)COc2ccccc2)c1
    3.2%	-20%	0.3	-0.2%	-12%	3%	i	7%	-1%	1%
- O=C(NCCc1nnc2ccc(SCC(=O)N3CCOCC3)nn12)c1ccccc1
    4.2%	8%	0.0	1.3%	-34%	-4%	i	3%	4%	0%
- COc1ccc(OCc2cnc(Cl)s2)cc1
    0.0%	10%	0.5	-2.3%	8%	15%	i	-13%	-5%	-5%
- CCOC(=O)C1CCN(S(=O)(=O)c2ccc3c(c2)CC(C)N3C(=O)C2CCC2)CC1 (stereo not given)
    0.9%	-16%	2.5	-0.7%	1%	-7%	i	28%	-4%	-14%
- CC(=O)c1c(C)nc(-c2ccccc2)nc1N
    -0.9%	-3%[20 µM]	0.8	-0.4%	12%	-5%	i	-34%	-6%	-4%
